TCR CD3 inh – inhibitors of human TCR-CD3 interaction; TAMRA-labeled TCR probe fluorescence, biochemical; inhibition, % at 9.4 µM; 0.37% of 360,000 active; in the data active = inhibition above about 19%;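 also: recombinant mutant TCR 2C K166C tagged with TAMRA read by polarization; 0% = receptor in buffer alone and 100% = receptor with positive control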
TDP2 absorb – blocks human TDP2 phosphodiesterase activity; O95551; 0.34% of 370,000 active; recombinant TDP2, T5PNP hydrolysis, p-nitrophenol absorbance 415 nm; inhibition, % at 12.8 µM; AID 720702;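 active = inhibition above the mean of all tested compounds plus 3 SD, set per campaign, cut at about 25% in these data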;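 also: 0% = DMSO with enzyme and 100% = buffer with substrate but no TDP2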
Target sequence (O95551 whole entry, looked up): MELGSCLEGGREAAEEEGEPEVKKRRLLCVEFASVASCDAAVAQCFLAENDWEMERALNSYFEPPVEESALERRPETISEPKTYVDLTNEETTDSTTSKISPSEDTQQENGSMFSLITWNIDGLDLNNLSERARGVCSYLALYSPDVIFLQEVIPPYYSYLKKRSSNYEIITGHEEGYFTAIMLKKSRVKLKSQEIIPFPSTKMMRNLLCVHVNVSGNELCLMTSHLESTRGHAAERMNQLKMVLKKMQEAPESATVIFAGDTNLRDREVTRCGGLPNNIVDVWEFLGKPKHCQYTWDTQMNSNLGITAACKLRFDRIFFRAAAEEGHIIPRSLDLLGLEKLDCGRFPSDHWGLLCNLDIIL
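Assay system: recombinant human TDP2 / Reagent: T5PNP substrate at 5 mM, a TopII-DNA adduct mimic / Measured by: epi absorbance from released p-nitrophenol / Evaluation: % inhibition relative to enzyme-containing and enzyme-free wells / Control set: enzyme-free and DMSO wells / Replicates: each compound tested once, singlicate / Schedule: enzyme reaction with compound for 2 h at 37 °C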
SIAE primary – blocks human sialic acid acetylesterase. AID 1053197. SIAE FP-Rh probe binding, fluorescence polarization. Q9HAT2. 0.69% of 370,000 active. inhibition, % at 9.66 µM;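 active = inhibition above a cutoff: mean of compounds within the control limits plus 3 SD of those, cut at about 17% in these data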;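 also: 0% = plate median of compound wells and 100% = probe without SIAE protein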
LEDGF integ inh – blocks HIV-1 LEDGF/p75-dependent DNA integration. TR-FRET IN-LEDGF/p75 DNA integration, Eu/Cy5. inhibition, % at 3.7 µM. 0.64% of 370,000 active;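 active = inhibition above the screen-wide mean plus 3 SD, cut at about 13% in these data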;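 also: signal is the Cy5 over europium emission ratio at 671 and 618 nm; 0% = plate median of compound wells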
GC-B act – GC-B (human) receptor activation. 0.11% of 370,000 active. AID 1920062. activation, % at 10 µM. P20594. HEK293-GC-B cells, CNP EC30, cGMP TR-FRET; 0% at EC30 CNP, 100% saturating CNP;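 active = activation at 10 µM reaching about 35% in either raw or pattern-adjusted values, limit read from the data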
MBD2 inh – blocks human MBD2 binding to methylated DNA. Q9UBB5. TR-FRET, MBD2 binding to methylated oligonucleotide. inhibition, % at 4.4 µM. 0.31% of 370,000 active. AID 686964; in the data active = inhibition above about 13%
Target sequence (Q9UBB5 whole entry, looked up): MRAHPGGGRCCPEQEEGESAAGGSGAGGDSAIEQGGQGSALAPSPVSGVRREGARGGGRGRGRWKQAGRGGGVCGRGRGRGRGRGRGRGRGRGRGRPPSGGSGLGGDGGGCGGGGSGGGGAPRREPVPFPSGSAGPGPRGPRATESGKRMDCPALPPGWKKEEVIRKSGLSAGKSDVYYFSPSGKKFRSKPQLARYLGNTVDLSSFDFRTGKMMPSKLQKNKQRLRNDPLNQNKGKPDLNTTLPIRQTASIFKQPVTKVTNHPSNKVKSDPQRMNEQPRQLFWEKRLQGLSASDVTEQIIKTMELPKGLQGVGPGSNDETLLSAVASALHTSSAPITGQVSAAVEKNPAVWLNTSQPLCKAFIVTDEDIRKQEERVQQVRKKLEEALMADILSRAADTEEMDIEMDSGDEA
PRMT1 inh – blocks human protein arginine methyltransferase 1; recombinant PRMT1, activity-based probe fluorescence polarization; inhibition, % at 2.79 µM; 1.3% of 370,000 active; Q99873;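 active = inhibition above about 21% made by adding two undisclosed values, limit read from the data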
HTRA1 inh – HTRA1 (human) protease inhibition | inhibition, % at 5.96 µM | recombinant HTRA1, FP-rhodamine activity-based probe, fluorescence polarization | 0.5% of 340,000 active | Q92743; in the data active = inhibition above about 36%;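 also: 0% = enzyme with DMSO and 100% = wells lacking enzyme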
rCAG binder – molecules binding r(CAG) RNA repeats; inhibition, % at 3 µM; 1.3% of 370,000 active; r(CAG) RNA repeat, TO-PRO-1 dye displacement fluorescence; AID 651821;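 active = inhibition above the plate cutoff, the mean of all test compounds on that plate plus 3 SD, cut at about 35% in these data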;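 also: 0% = DMSO alone and 100% = 100 µM mitoxantrone as full dye displacement; higher means more dye released from RNA so lower well fluorescence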
ABHD4 inh – inhibitors of mouse ABHD4; Q8VD66; purified mABHD4, FP-Rh probe fluorescence polarization; inhibition, % at 8.92 µM; 0.54% of 370,000 active; AID 720543;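 active = inhibition exceeding the mean over every tested compound plus 3 SD, cut at about 30% in these data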;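 also: 0% = plate median of compound wells and 100% = S159A mutant with DMSO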
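Assay system: mABHD4 protein; medium: HEPES pH 7.0, NaCl, Pluronic buffer; dosing: 8.92 µM, single dose; schedule: 45 min + 60 min at 25 °C; signal: FP readout, ex 525 nm / em 598 nm; read-out: normalized percent inhibition of probe labeling; repeats: single replicate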
Numbers without * were called inactive; · = no result given. Only part of the results is shown, so the mix of outcomes need not match the whole.

SMILES	TCR CD3 inh	TDP2 absorb	SIAE primary	LEDGF integ inh	GC-B act	MBD2 inh	PRMT1 inh	HTRA1 inh	rCAG binder	ABHD4 inh
NC(=O)[C@@H]1CC2(CC(c3cccc(NC(=O)CC(c4ccccc4)c4ccccc4)c3)=NO2)CN1C(=O)COc1ccc(Cl)cc1 (stereo partly specified)	32*	1	-68	-1	13	4	2	-125	15	-73
COc1cc(/C=C2/C(=N)N3C(=NC2=O)SN=C3S(C)(=O)=O)ccc1OC(=O)c1ccco1	2	-6	-14	-2	2	-2	5	1	28	-5
O=C(C[C@H]1C/C=C\C[C@H](Cc2ccc(F)cc2)C(=O)OCCNC1=O)NCCO	-9	-3	1	1	5	-2	0	2	1	0
CNC(=O)c1oc(-c2ccccc2)nc1C	1	-4	4	-5	2	-4	-2	-4	0	-1
COc1ccc(CNC(=O)c2ccc(NC(=O)CC3SC(N4CCCC4)=NC3=O)cc2)cc1 (stereo unspecified)	0	-7	-6	-3	7	-3	1	3	0	0
CCOC1(/N=C(\C)NS(=O)(=O)c2ccc(Cl)cc2)C(C)=CC(=O)C=C1C	-7	-8	3	-4	7	0	3	2	-1	5
COc1ccc(OC)c(S(=O)(=O)Nc2ccc(OCC(=O)O)cc2)c1	2	4	-3	0	-6	6	1	-1	1	5
O=C(/C=C1\OCc2ccccc21)OCc1ccccc1	0	1	0	0	6	2	2	·	1	-4
NC(=O)C1CCCN(S(=O)(=O)c2ccc3ccccc3c2)C1 (stereo unspecified)	7	3	7	0	0	-5	0	5	0	3
Fc1ccccc1CSc1nc2ncccc2[nH]1	-8	-2	6	-2	-4	9	3	1	0	-7
Cc1ccc(-c2cc(C(=O)NCc3ccccn3)no2)cc1	-6	3	-2	1	-2	2	-2	1	-6	-5
COc1ccc(S(=O)(=O)N2CCCCC2)cc1NC(=O)C1CC(=O)N(Cc2ccco2)C1 (stereo unspecified)	0	-6	-3	-1	6	-3	-7	2	3	-4
Cn1c(=O)c2[nH]c(CCNC(=O)c3ccccc3)nc2n(C)c1=O	-8	5	2	2	-1	4	1	5	-1	1
Cc1cc(N2C(=O)CC(Cc3ccc(Cl)cc3)C2=O)no1 (stereo unspecified)	-1	-5	3	0	8	-1	1	-6	-1	2
Cc1nnc(-n2cccc2)s1	-5	9	5	1	-3	3	-3	·	1	-2
Cc1cc(N2CCN(Cc3cn(C)nc3-c3ccccc3F)CC2)cc(C)n1	13	-9	7	0	1	-3	-7	0	-8	-5
CCCN1CCN(C(=O)c2ccc(F)c(S(=O)(=O)N3CCOCC3)c2)CC1	-5	39*	5	1	0	8	1	-6	1	-2
CCCc1nnc(NC(=O)CCC(=O)N2CCN(c3ccccn3)CC2)s1	-6	-8	-3	0	2	14*	4	3	-6	-12
CCN(CC)C(=O)CC[C@H]1CC[C@]2(CCCN(S(=O)(=O)c3ccccc3)C2)O1	·	8	-1	-1	-3	4	1	·	1	1
Cc1ccc(C)c(OCCC(=O)OCC(=O)NCCc2ccc(S(N)(=O)=O)cc2)c1	-1	5	9	1	4	3	-1	-1	-2	2
Cc1cccc(NC(=O)CN2C(=O)NC3(CCCC3)C2=O)n1	-1	5	0	-5	0	2	2	0	-4	2
COc1ccc(NC(=O)COC(=O)c2ccc(S(=O)(=O)N(C)c3ccccc3OC)cc2)cc1	10	1	-6	-3	-2	3	2	-19	7	6
COc1ccc(S(=O)(=O)N2CCN(C)CC2)cc1	4	-6	-4	-2	7	3	0	-2	3	7
CCCCCc1c(-c2cccc(OC)c2)ncn1CCc1ccccc1OC	8	0	-3	4	-8	-1	0	·	1	3
S=C1NCCOCCOCCOCCOCCNC(=S)NCCOCCOCCOCCOCCN1	0	6	2	-2	2	2	-1	3	-7	-4
Next section
SMILES	TCR CD3 inh	TDP2 absorb	SIAE primary	LEDGF integ inh	GC-B act	MBD2 inh	PRMT1 inh	HTRA1 inh	rCAG binder	ABHD4 inh
C[C@@H]1C=C[C@](Cc2ccccc2)(C(=O)O)N1C(=O)c1ccccc1	4	4	2	-2	-6	-1	-1	2	-1	-1
NC(c1csc(Nc2cnccn2)n1)c1ccccc1Cl (stereo unspecified)	-1	-4	-6	9	-4	-10	-5	·	4	10
CCc1ccc(C#CC2=CC(=O)CC(C)(C)C2)cc1	7	10	-1	-10	-3	-2	3	-13	3	-2
COc1ccccc1NC(=S)N(CCCN(C)C)Cc1cc2cc3c(cc2[nH]c1=O)OCO3	-6	-10	-1	2	-2	-6	-5	0	1	-3
Cc1ccc(NC(=O)CCC(=O)N2CCN(S(=O)(=O)c3ccc(C)cc3)CC2)cc1	-11	-2	7	-3	-8	3	2	-1	2	-11
O=C(N/N=C/c1cccs1)c1n[nH]c2c1CCCC2	8	4	-4	-2	0	-3	2	8	2	1
COc1ccc(Cn2c(C)nc3c(c(=O)c4ccccc4n3C)c2=O)cc1	-5	8	-1	1	3	-2	-2	9	3	-1
O=S(=O)(c1ccc(NC(=S)N/N=C/c2ccc(O)c(O)c2)cc1)N1CCOCC1	8	-4	-4	18*	-2	0	0	35	19	31*
CC(C)(C(=O)N1CCC1(C)C(=O)NS(=O)(=O)c1ccc(Br)cc1)c1ccccc1 (stereo unspecified)	0	0	3	3	1	-6	-2	·	21	6
O=C(NCc1ccco1)C1(c2ccc(Cl)cc2)CCCC1	3	7	1	5	-12	0	1	-7	-4	-2
Cc1cc(N2C(=O)C(=O)/C(=C(/O)c3ccc(F)cc3)C2c2ccc(Cl)cc2)no1 (stereo unspecified)	2	-5	1	1	0	6	0	-9	7	-1
CCC(=O)Nc1nnc(CCc2ccccc2)s1	-10	8	3	-3	0	7	2	-1	1	-5
COc1ccc(-n2c(SCC(=O)Nc3ccc(Br)cc3)nc(O)cc2=O)cc1	5	10	-8	-2	-1	-1	6	-87	30	-32
Cc1ccc(S(=O)(=O)CCC(=O)OCC(=O)N2c3ccccc3NC(=O)C2(C)C)cc1	1	-2	3	-6	-4	3	4	2	1	3
Cc1ccc2nc(SCC(=O)N3CCN(c4ccccc4)CC3)[nH]c2c1	7	3	4	1	-8	-4	-4	-5	-2	-1
Cc1ccc(C(=O)NCc2nnc3c(C(F)(F)F)cc(Cl)cn23)o1	-8	-26	0	3	-1	-3	-1	-3	3	-6
COc1ccc(C#CCN(C)/C(N)=N/C(=O)OCc2ccccc2)cc1	·	1	3	-2	7	-2	-2	·	-2	-7
Cc1cnc(NC(=O)CSc2ccccc2)s1	-6	-10	-2	5	7	-3	0	1	4	-9
COC(=O)c1ccc(C(=O)OC)c(NC(=S)N2CCOCC2)c1	5	2	-6	1	-1	0	0	-3	-1	3
N#CC1=C(N)OC2=C(C(=O)CCC2)C1Cc1ccccc1 (stereo unspecified)	2	8	-4	3	4	-4	-4	7	-1	3
CCNC(=S)N=Nc1c(O)[nH]c2ccc([N+](=O)[O-])cc12	0	11	6	-2	-3	-7	1	2	7	5
CCN1CCN(C(=O)C(C)Sc2nc3nc(C)cc(C)n3n2)CC1 (stereo unspecified)	-8	1	2	5	0	7	0	-8	3	-2
CSc1nc(C)c(CCO)c(=O)[nH]1	5	-5	-2	-2	1	-4	1	3	5	-4
COCCNc1nnc(SCC(=O)Nc2sc3c(c2C(=O)c2ccccc2)CCCC3)s1	3	3	-5	-1	-8	-7	1	-34	13	-8
Nc1[nH]c(C(=O)c2ccccc2)c(-c2ccc(Cl)cc2)c1C(=O)c1c[nH]c2ccc(F)cc12	-8	7	-23	2	-1	1	-2	·	11	-12

The list goes on, overlapping the part above by two compounds.
SMILES	TCR CD3 inh	TDP2 absorb	SIAE primary	LEDGF integ inh	GC-B act	MBD2 inh	PRMT1 inh	HTRA1 inh	rCAG binder	ABHD4 inh
COCCNc1nnc(SCC(=O)Nc2sc3c(c2C(=O)c2ccccc2)CCCC3)s1	3	3	-5	-1	-8	-7	1	-34	13	-8
Nc1[nH]c(C(=O)c2ccccc2)c(-c2ccc(Cl)cc2)c1C(=O)c1c[nH]c2ccc(F)cc12	-8	7	-23	2	-1	1	-2	·	11	-12
O=S(=O)(c1ccc(Cl)cc1)N1CCN(S(=O)(=O)N2CCCCCC2)CC1	-4	-7	-9	1	1	-2	2	9	1	2
CN(C)C(=O)Oc1ccc[n+](C)c1	-9	-4	1	-1	-3	3	0	2	0	0
O=C(CC1S/C(=N/N=C2CCCCCC2)NC1=O)Nc1ccc(Br)cc1F (stereo unspecified)	2	1	-5	-2	-5	1	4	-7	13	10
O=C(CCSc1nnc2scc(-c3ccccc3)n12)NCc1ccc2c(c1)OCO2	-1	-4	5	3	-4	-1	-2	-1	-3	-2
O=C(Nc1ccc2c(c1)C(=O)N(CC1CCCO1)C2=O)c1ccc(Cl)c(Cl)c1 (stereo unspecified)	-1	1	-7	-1	8	2	-3	-12	2	-7
CCCCc1nnc(NC(=O)CCS(=O)(=O)c2ccc(Cl)cc2)s1	-7	0	-1	-6	0	3	6	-2	-1	2
CNCCOc1ccccc1C(C)(C)C	1	19	2	2	-3	2	1	6	1	-1
COc1ccc(S(=O)(=O)N(C)C)cc1NC(=O)Cc1c[nH]c2ccccc12	-4	-12	-18	-5	-3	5	9	-4	10	-19
NC(=O)C(=O)N/N=C/c1c(F)c(F)c(F)c(F)c1F	5	-2	-2	3	1	5	-10	4	-1	-2
CCC(Oc1ccccc1)C(=O)NC1CCSC1=O (stereo unspecified)	5	-2	-7	-2	2	1	-1	0	1	0
CCN(CC)C(=O)NC1CCCCCCC1	1	-4	-5	0	-2	8	5	0	-5	-10
Cc1cccc(C(=O)Nc2ccc(O)cc2C(=O)O)c1	-4	7	13	0	2	3	-3	-11	4	10
CC(C)Cc1nnc(NC(=O)CCC(=O)NCCc2ccc(Cl)cc2)s1	3	-5	2	-1	-2	4	2	4	-3	0
Cc1cc(C)n(C2CC(=O)N(c3cc(Cl)cc(Cl)c3)C2=O)n1 (stereo unspecified)	4	7	0	3	2	-2	1	1	1	-8
Cc1nn(C)c(C)c1NC(=O)CSc1nc(C2CC2)nc2c1cnn2-c1ccccc1	7	3	-3	-2	11	4	-3	-4	0	5
CCCCn1nnnc1NCc1ccc(N(CC)CC)cc1	0	0	1	-3	3	0	-1	1	-2	10
Cc1cc(=O)[nH]c(SCc2nnnn2-c2ccc(Cl)cc2)n1	-3	-3	7	-2	-1	-1	37*	2	2	9
Cc1nc2cc(OCc3cc(C(=O)NC(C)c4cnn(C)c4)no3)ccc2s1 (stereo unspecified)	8	-21	-18	-2	1	0	1	2	-3	-7
O=C(Cn1c(-c2cscn2)nc2ccccc21)Nc1ccccc1F	7	13	-1	-1	2	4	-5	-6	-2	5

Sorted by the number under SIAE primary (high to low): 5 of the compounds above.
| compound | SIAE primary |
| --- | --- |
| Cc1cc(=O)[nH]c(SCc2nnnn2-c2ccc(Cl)cc2)n1 | 7 |
| CC(C)Cc1nnc(NC(=O)CCC(=O)NCCc2ccc(Cl)cc2)s1 | 2 |
| NC(=O)C(=O)N/N=C/c1c(F)c(F)c(F)c(F)c1F | -2 |
| O=C(CC1S/C(=N/N=C2CCCCCC2)NC1=O)Nc1ccc(Br)cc1F (stereo unspecified) | -5 |
| O=C(Nc1ccc2c(c1)C(=O)N(CC1CCCO1)C2=O)c1ccc(Cl)c(Cl)c1 (stereo unspecified) | -7 |
